Compound activity from PubChem BioAssay.
NS3 helicase inh: HCV NS3 helicase inhibition. NS3 helicase DNA unwinding, Cy5 molecular beacon fluorescence. AID 1800. 0.56% of 290,000 active. inhibition, % at 10.9 µM;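 active means inhibition above the mean of all tested compounds plus 3 SD, set per campaign, cut at about 35% in these data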;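 further: 0% = DMSO wells and 100% = thioflavine S control wells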
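System: Hepatitis C virus NS3 helicase domain fragment enzyme | Reagent: Annealed dual-labelled DNA beacon duplex, ATP-started | Compound dosing: 10.9 µM single point, 0.8% DMSO | Incubation: 1 h reaction at 25 °C, ATP-initiated | Technique: Cy5 fluorescence | Evaluation: Percent inhibition from t60/t0 fluorescence ratio | Benchmarks: Low DMSO, high thioflavine S at 110 µM | Replication: Singlicate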
IDE act: activators of human insulin-degrading enzyme in cells; P14735; 0.073% of 340,000 active; HEK cells, FAbeta-B cleavage, fluorescence polarization; 0% vehicle, 100% cell-free pure enzyme wells; activation, % at 5.96 µM; AID 493087;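 active means activation above the mean of all tested compounds plus 3 SD, set per screening campaign, cut at about 17% in these data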
IMP-1 inhibitor: inhibitors of Pseudomonas aeruginosa IMP-1 metallo-beta-lactamase | purified IMP-1, nitrocefin hydrolysis, epi-absorbance fluorescence | inhibition, % at 5.6 µM | 0.45% of 290,000 active | AID 1556;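 active means inhibition above the mean plus 3 SD of all compounds in the same screening run, cut at about 4.5% in these data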;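 further: 0% = IMP-1 with DMSO and 100% = DMSO wells lacking enzyme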
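system = purified recombinant IMP-1 beta-lactamase | amount = 0.2 nM IMP-1, as dispensed | medium = HEPES buffer pH 7.1 with ZnSO4 and Brij 35 | times = 25 °C, 15 min preincubation, 25 min reaction | detection = plate fluorescence quenching by hydrolysis product, ex 480/em 530 nm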
PHOSPHO1 inh: PHOSPHO1 (human) inhibition; AID 1565; Q8TCT1; 1.1% of 290,000 active; inhibition, % at 13.3 µM; recombinant PHOSPHO1, absorbance phosphatase assay; in the data active means inhibition above about 60%
DNA FID counter: counter-screen for HCV NS3 helicase inhibitors: DNA intercalator displacement. DNA fluorescent intercalator displacement, fluorescence. inhibition, % at 7.9 µM. 0.17% of 290,000 active; in the data active means inhibition above about 37%;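 further: 0% = vehicle and 100% = reference compound; higher means more ethidium bromide displaced from hairpin DNA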
MEKK3 PB1 HTS: modulators (inhibitors or enhancers) of MEK5 binding to human MEKK3 PB1 domain; bead-based flow cytometry, Alexa488-MEK5 binding to MEKK3; actives lie on both sides; 0 = blocked by unlabeled MEK5, 100 = vehicle; Q99759; 1.4% of 290,000 active; binding response (% of control), % at 10 µM; AID 1529;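 active means binding response more than 3 SD above or below the average of its plate-row segment, actives on both sides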;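 further: Alexa488 bead fluorescence after subtracting the streptavidin-only scavenger bead signal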
Target sequence (Q99759 whole entry, looked up, the tested form may be a part): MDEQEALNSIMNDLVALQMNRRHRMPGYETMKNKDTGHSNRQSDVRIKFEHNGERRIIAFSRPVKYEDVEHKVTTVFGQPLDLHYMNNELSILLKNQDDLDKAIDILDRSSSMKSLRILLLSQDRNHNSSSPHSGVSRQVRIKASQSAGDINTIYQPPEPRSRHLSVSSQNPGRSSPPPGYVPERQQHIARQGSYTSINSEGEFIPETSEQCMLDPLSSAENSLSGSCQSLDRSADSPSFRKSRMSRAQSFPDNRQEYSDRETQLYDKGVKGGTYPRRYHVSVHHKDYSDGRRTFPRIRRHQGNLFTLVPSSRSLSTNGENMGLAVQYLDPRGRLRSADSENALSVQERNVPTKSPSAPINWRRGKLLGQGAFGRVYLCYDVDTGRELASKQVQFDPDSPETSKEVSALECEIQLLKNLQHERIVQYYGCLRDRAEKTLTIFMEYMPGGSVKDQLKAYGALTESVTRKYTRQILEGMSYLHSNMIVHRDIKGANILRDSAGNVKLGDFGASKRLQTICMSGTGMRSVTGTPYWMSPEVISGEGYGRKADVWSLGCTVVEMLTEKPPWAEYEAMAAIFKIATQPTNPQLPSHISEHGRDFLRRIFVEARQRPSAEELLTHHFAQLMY
VIM-2 inhibitor: blocks Pseudomonas aeruginosa VIM-2 metallo-beta-lactamase; purified VIM-2, nitrocefin hydrolysis, epi-absorbance fluorescence; inhibition, % at 5.6 µM; 0.89% of 290,000 active;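 active means inhibition above the mean of all tested compounds plus 3 SD, cutoff set per screening run, cut at about 7.5% in these data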;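 further: red hydrolysis product quenches plate fluorescence so inhibitors raise well fluorescence; 0% = enzyme with DMSO and 100% = DMSO without enzyme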
UBC9 SUMO inh: inhibitors of human SUMOylation (UBC9); P63279; HTRF SUMOylation assay, SAE1/SAE2 + UBC9, in vitro; inhibition, % at 35 µM; 0.36% of 290,000 active; AID 2006; in the data active means inhibition above about 50%, passing the limit was not always enough; further: strong numbers were not always called active
Target sequence (P63279 whole entry, looked up): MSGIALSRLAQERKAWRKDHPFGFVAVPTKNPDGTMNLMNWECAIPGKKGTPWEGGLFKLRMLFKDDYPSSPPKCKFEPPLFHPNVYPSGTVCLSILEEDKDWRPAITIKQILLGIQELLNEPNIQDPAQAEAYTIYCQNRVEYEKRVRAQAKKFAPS
pCIP destab: p/CIP protein destabilization; Q05BA5; F442A p/CIP-EGFP cells, EGFP fluorescence, 16 h; decrease of EGFP signal, % at 10 µM; 0.01% of 290,000 active; AID 1984;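 active means EGFP signal decrease of at least 30% at 10 µM or well 3 SD below plate mean, unless failing retest; inactive means the rest, including hits failing retest or dose response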; further: some compounds called inactive have numbers as strong as hits; many of its hits are not listed in these tables
Starred values were filed as active, the others as inactive; . = no result given; [ ] = remark or other dose.

1. ClC(Cl)c1nnc(-c2ccccc2)c(-c2c[nH]c3ccccc23)n1
2. c1ccc(CC2CCN(Cc3nc(-c4ccccc4)no3)CC2)cc1
3. COc1cc(/C=N/NC(=O)c2ccccc2Cl)ccc1Oc1ccc([N+](=O)[O-])cn1
4. COc1ccc(OCc2cc(C(=O)N(C)Cc3cnccn3)no2)c(Cl)c1
5. C=CCn1c(NC(=O)c2ccccc2)nc2ccccc21
6. Cc1nc2[nH]c(=O)c3c(n2n1)NC1=C(C(=O)CC(C)(C)C1)C3c1ccc(F)cc1 (configuration not stated)
7. O=C(Cc1cccs1)Nn1c(Cc2cccs2)nc2ccccc2c1=O
8. COc1ccc2c(c1)C=C(CN1CCN(Cc3ccccc3C)C(CCO)C1)CO2 (configuration not stated)
Assay by compound	1	2	3	4	5	6	7	8
NS3 helicase inh	-13	3	-7	-5	8	11	0	-17
IDE act	3	2	0	1	0	2	4	5
IMP-1 inhibitor	-4.4	-4.8	-3.5	-4.3	-1.2	-1.8	-2.1	-3.6
PHOSPHO1 inh	-2	-1	44	6	39	-3	7	47
DNA FID counter	4	-5	-15	-26	-21	-14	-9	-5
MEKK3 PB1 HTS	101	76	92	98	105	97	94	100
VIM-2 inhibitor	-2.1	-3.1	3.4	-1.3	0.6	-3.1	-4.4	-0.3
UBC9 SUMO inh	6	-8	5	-2	39	18	7	3
pCIP destab	-7	2	-2	4	7	-9	-1	-16

9. C=CCn1c(NCCc2ccccc2)nc2c1c(=O)n(C)c(=O)n2C
10. O=C(CSCc1ccccc1Cl)NCCSc1ccccn1
11. Cc1cccc(OCc2nc3c4c(ncn3n2)-c2ccccc2CC42CCCC2)c1
12. COc1ccc(CN2CCN(C)CC2)cc1OCc1ccccc1
13. O=C(O)CC1C(=O)OCN1C(=O)OCc1ccccc1 (configuration not stated)
14. O=C1CC(c2ccccc2Cl)=NN(c2ncnc3ccccc23)C1=O
15. Cc1ccc(NC(=O)c2ccn(C(=O)Nc3ccccc3)n2)c(C)c1
16. Cc1ccc(CS(=O)Cc2ccc(C(=O)NC3CCC(C)CC3)o2)cc1 (configuration not stated)
Assay by compound	9	10	11	12	13	14	15	16
NS3 helicase inh	11	-3	10	-2	-7	15	-5	4
IDE act	2	5	-1	-5	4	-1	-2	4
IMP-1 inhibitor	-1.6	-2.2	-1.7	0.1	-1.2	-4.1	-3.0	-3.2
PHOSPHO1 inh	24	-10	1	1	4	24	30	44
DNA FID counter	-4	-23	-1	17	2	-36	0	-49
MEKK3 PB1 HTS	97	75	121	69*[inhibitor]	91	105	96	102
VIM-2 inhibitor	-1.8	-0.6	-1.9	2.3	-0.2	-2.2	-0.6	-0.7
UBC9 SUMO inh	-4	9	-17	-1	18	10	-5	9
pCIP destab	-31	-2	5	2	-6	2	16	1

17. O=c1[nH]c(-c2ccccc2)c(-c2ccccc2)o1
18. CC1Cc2ccccc2N1CC(=O)Nc1ccc(S(N)(=O)=O)cc1 (configuration not stated)
19. CCOc1ccc2nc(SCC(=O)N3c4ccccc4Sc4ccccc43)c(C#N)cc2c1
20. N#Cc1c(C(F)(F)F)cc(-c2ccccc2Cl)[nH]c1=O
21. COc1ccc(CNC(=O)C23CC4CC(CC(Br)(C4)C2)C3)cc1
22. Cc1cc(NS(=O)(=O)c2ccc(NC(=O)CCSc3ccc(F)cc3)cc2)nc(C)n1
23. CN(C)CCNC(=O)c1coc(=O)c(Br)c1
24. C=C1SC(=Nc2c(C)cc(C)cc2C)N(C(=O)c2sc3ccccc3c2Cl)C12CCCCC2
Assay by compound	17	18	19	20	21	22	23	24
NS3 helicase inh	-2	1	9	27	-4	6	5	4
IDE act	-4	3	0	1	1	1	1	-4
IMP-1 inhibitor	-2.4	-2.4	0.2	-0.3	-0.8	-0.9	-5.1	-1.5
PHOSPHO1 inh	44	33	-16	25	-2	20	15	20
DNA FID counter	-4	-13	-2	-22	-21	-8	5	0
MEKK3 PB1 HTS	103	102	97	95	111	95	105	102
VIM-2 inhibitor	2.2	0.0	-0.7	4.0	-0.5	-1.5	-3.5	-2.2
UBC9 SUMO inh	15	-6	-71	12	-8	16	18	-24
pCIP destab	-9	-3	-10	0	0	-20	4	6

25. CCC(=O)Nc1nonc1-c1nc2ccccc2n1CC(C)C
26. Cc1ccc(CN2C(=O)CSC(C)C2=O)cc1 (configuration not stated)
27. Cc1ccc(Cl)cc1N1CCN(C(=O)CSc2nnc3n2C(C)(C)Cc2ccccc2-3)CC1
28. C/C(=N/NS(=O)(=O)c1ccc(Br)cc1)c1c[nH]c2ccccc12
29. CC1(C)Cc2cccc(OCC(O)CN3CCN(c4ccccn4)CC3)c2O1 (configuration not stated)
30. COc1ccc(Oc2cccc(Cl)c2CNC(=O)CCCC(=O)O)cc1
31. COc1ccccc1N(C)S(=O)(=O)c1ccc(C(=O)OCC(=O)NCc2cccs2)cc1
32. Cc1cccc(CNc2ccc(C(CC(N)=O)NC(=O)c3ccccc3)cc2[N+](=O)[O-])c1 (configuration not stated)
Assay by compound	25	26	27	28	29	30	31	32
NS3 helicase inh	0	7	5	0	-1	-8	9	.
IDE act	-4	8	-2	3	3	.	-3	-5
IMP-1 inhibitor	-0.7	-0.8	-7.5	-3.5	-2.2	-1.5	-2.1	.
PHOSPHO1 inh	-8	3	-1	27	-23	21	25	20
DNA FID counter	1	-4	-11	-4	-12	-27	-30	.
MEKK3 PB1 HTS	.	101	98	99	127*	95	97	106
VIM-2 inhibitor	-0.5	-0.3	0.7	-1.7	-1.9	-0.9	-3.3	.
UBC9 SUMO inh	8	10	-59	2	-1	13	18	24
pCIP destab	-5	6	-20	-14	-7	-12	-13	-8

33. CCCn1cc(SCC(=O)NCc2ccco2)c2ccccc21
34. CC(C)(C)OC(=O)N[C@H](Cc1ccccc1)C(=O)N1CCC(C(=O)O)CC1
35. CCN(C(=O)CSc1ccc2c(c1)OCCO2)C1CCS(=O)(=O)C1 (configuration not stated)
36. Cc1ccc(OCCOc2ccc(Br)cc2/C=N\NC(N)=O)cc1
37. O=C(CSc1nnc(Cn2cnc3ccccc32)o1)Nc1cccc2ccccc12
38. O=C(NCC(O)c1ccc([N+](=O)[O-])cc1)c1cccc(S(=O)(=O)N2CCCC2)c1 (configuration not stated)
39. CC(C)CCN1CCC(N)=NC1=O
40. COc1cccc(NC(=O)CSc2ncc(S(=O)(=O)c3ccccc3)c(=O)[nH]2)c1
Assay by compound	33	34	35	36	37	38	39	40
NS3 helicase inh	6	6	4	-5	-12	-3	-2	21
IDE act	-5	2	2	-1	0	8	6	-3
IMP-1 inhibitor	1.7	-2.7	0.1	-3.5	-1.7	-4.5	-0.9	-4.1
PHOSPHO1 inh	-28	18	-16	37	15	37	49	28
DNA FID counter	-22	-9	-2	-7	-12	0	0	-33
MEKK3 PB1 HTS	100	94	102	107	13*[inhibitor]	110	122	134*
VIM-2 inhibitor	-0.5	-3.6	-1.2	-2.6	-5.1	-1.1	-2.5	-1.0
UBC9 SUMO inh	-3	33	4	21	-12	0	-10	4
pCIP destab	-5	-13	-3	-14	4	-12	-2	-1

41. CN(C)/C=C1/C(=O)Nc2ccccc21
42. O=C(Cn1c(=O)oc2ccccc21)c1ccccc1
43. CCOc1cc(/C=C2\C(=N)N3N=C(CC)SC3=NC2=O)ccc1OCCOc1ccc(NC(C)=O)cc1
44. CN(CC(=O)O)S(=O)(=O)/C=C/c1ccccc1
45. CC(C)(C)c1ccc(-c2nc(N)nc(N)n2)cc1
46. CN(C)NC(=O)c1ccsc1NC(=O)c1ccc(S(=O)(=O)N2CCCC2)cc1
47. O=S(=O)(NCc1ccccc1)c1ccc(Br)s1
48. S=c1[nH]nc(Nc2cccc(Cl)c2)s1
49. Cc1cccc2[nH]c3c(N4CCC5(CC4)OCCO5)ncnc3c12
50. O=C(CN1C(=O)c2cccnc2Oc2ccc(Cl)cc21)NC1CCCCCC1
51. N#CC1=C(S)N(c2ccccc2)C(c2ccco2)NC1=O (configuration not stated)
Assay by compound	41	42	43	44	45	46	47	48	49	50	51
NS3 helicase inh	4	4	54*	-3	7	-6	-1	-3	-3	1	-7
IDE act	5	2	4	2	.	5	4	-1	-5	1	-2
IMP-1 inhibitor	-2.2	-1.1	0.1	-2.9	-0.4	-1.4	-1.7	-0.3	0.6	-2.5	-1.2
PHOSPHO1 inh	20	6	5	-26	18	-1	41	80*	21	18	-10
DNA FID counter	3	2	-19	3	-2	-21	-6	-1	-2	-34	4
MEKK3 PB1 HTS	63	100	104	102	98	99	108	97	104	99	69
VIM-2 inhibitor	-0.2	-1.8	5.2	-1.8	1.0	-3.2	-1.0	-1.4	6.8	-1.9	-3.8
UBC9 SUMO inh	-1	22	6	-1	6	-10	5	6	-19	14	20
pCIP destab	8	4	3	-4	-10	-6	-5	6	-2	3	-23

Pulled one by one from the entries so far (5):
51. N#CC1=C(S)N(c2ccccc2)C(c2ccco2)NC1=O (configuration not stated)
43. CCOc1cc(/C=C2\C(=N)N3N=C(CC)SC3=NC2=O)ccc1OCCOc1ccc(NC(C)=O)cc1
48. S=c1[nH]nc(Nc2cccc(Cl)c2)s1
45. CC(C)(C)c1ccc(-c2nc(N)nc(N)n2)cc1
41. CN(C)/C=C1/C(=O)Nc2ccccc21
Assay by compound	51	43	48	45	41
NS3 helicase inh	-7	54*	-3	7	4
IDE act	-2	4	-1	.	5
IMP-1 inhibitor	-1.2	0.1	-0.3	-0.4	-2.2
PHOSPHO1 inh	-10	5	80*	18	20
DNA FID counter	4	-19	-1	-2	3
MEKK3 PB1 HTS	69	104	97	98	63
VIM-2 inhibitor	-3.8	5.2	-1.4	1.0	-0.2
UBC9 SUMO inh	20	6	6	6	-1
pCIP destab	-23	3	6	-10	8

The list is partial, so the mix of outcomes need not match the whole.
